PglD DTNB: PglD (C. jejuni) enzyme inhibition; AID 602405; purified PglD enzyme, DTNB colorimetric CoA detection; inhibition, % at 12.5 µM; 0.098% of 360,000 active; in the data active = inhibition above about 16%, passing the limit was not always enough; also: strong numbers were not always called active
Casp6 inh: inhibitors of human caspase-6 | P55212 | purified caspase-6, Z-VEID-R110 cleavage fluorescence | inhibition, % at 12.5 µM | 0.53% of 350,000 active | AID 686996;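 active = mean inhibition across replicates at least about 35%, with every replicate also reaching that limit, limit read from the data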;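 also: 0% = median of neutral control wells and 100% = no fluorescence left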
esBAF inh: SWI/SNF esBAF complex inhibition; mouse ES cells, Bmi1-luciferase knock-in reporter, 24 h; 100% = twice the neutral-well signal; reporter increase, % at 12.5 µM; 2% of 350,000 active; in the data active = activation above about 40%;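 also: 0% = median of the plate's neutral control wells and 100% = double that signal; a rise in the Bmi1 reporter signal indicates esBAF inhibition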
RAD52 anneal inh: RAD52 (human) annealing inhibition; recombinant RAD52 DNA annealing, FRET fluorescence; inhibition, % at 18.7 µM; 0.46% of 360,000 active;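 active = every replicate showing at least 50% inhibition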
Target sequence (P43351 whole entry, looked up): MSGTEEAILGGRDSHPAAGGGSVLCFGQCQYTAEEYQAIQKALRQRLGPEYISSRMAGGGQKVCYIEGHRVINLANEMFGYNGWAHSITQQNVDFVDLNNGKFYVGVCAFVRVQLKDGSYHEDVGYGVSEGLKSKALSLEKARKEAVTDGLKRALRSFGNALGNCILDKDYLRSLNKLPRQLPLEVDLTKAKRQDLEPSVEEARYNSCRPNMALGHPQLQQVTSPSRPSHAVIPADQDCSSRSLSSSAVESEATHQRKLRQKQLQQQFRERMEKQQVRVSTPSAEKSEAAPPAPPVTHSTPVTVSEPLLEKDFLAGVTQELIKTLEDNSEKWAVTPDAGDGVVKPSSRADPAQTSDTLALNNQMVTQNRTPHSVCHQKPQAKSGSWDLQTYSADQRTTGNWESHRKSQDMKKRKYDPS
RAD54 branch: RAD54 (human) branch migration inhibition | Q92698 | inhibition, % at 10.4 µM | 0.14% of 360,000 active | RAD54 Holliday junction branch migration, FAM/BHQ fluorescence;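 active = mean normalized replicate activity at least 40 and at least half of replicates scoring 40 or more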;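 also: 0% = median of neutral control wells and 100% = median of positive control wells; inhibitors cause a drop in the FAM fluorescence signal; in these data hits start at about 50%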
ARNT TACC3 PPI: disruptors of human ARNT/TACC3 interaction; Q9Y6A5; AlphaScreen His-ARNT PAS-B/GST-TACC3 binding, luminescence; TACC3 fragment carries E629A point mutation; inhibition, % at 9.99 µM; 0.66% of 390,000 active; AID 623870;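 active = mean inhibition of replicates at least 50% and at least half of replicates each reaching 50%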;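 also: 0% = complete ARNT plus TACC3 wells and 100% = ARNT alone without TACC3; many hits fall short of the cut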
ERp5 block: inhibitors of human ERp5 | Q15084 | ERp5 insulin aggregation, absorbance 650 nm, 90 min | inhibition, % at 9.99 µM | 0.05% of 350,000 active | AID 651711;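 active = mean replicate inhibition above about 25%, with every replicate also reaching it, limit read from the data, passing the limit was not always enough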
Target sequence (Q15084 whole entry, looked up): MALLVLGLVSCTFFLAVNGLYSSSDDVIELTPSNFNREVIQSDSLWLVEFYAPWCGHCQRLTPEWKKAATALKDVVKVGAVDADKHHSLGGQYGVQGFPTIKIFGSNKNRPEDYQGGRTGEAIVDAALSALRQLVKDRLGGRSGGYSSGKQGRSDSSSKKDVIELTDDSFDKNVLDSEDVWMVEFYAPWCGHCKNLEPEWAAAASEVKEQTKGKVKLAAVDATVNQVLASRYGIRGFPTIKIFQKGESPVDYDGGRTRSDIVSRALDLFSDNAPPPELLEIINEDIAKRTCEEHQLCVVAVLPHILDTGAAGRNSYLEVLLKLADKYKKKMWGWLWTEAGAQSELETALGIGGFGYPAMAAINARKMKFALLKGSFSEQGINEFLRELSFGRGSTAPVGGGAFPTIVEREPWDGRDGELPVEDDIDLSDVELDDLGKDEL
E-selectin induc: E-selectin induction on HUVECs. AID 686992. P16581. activation, % at 7.58 µM. HUVEC E-selectin immunofluorescence imaging; normalized: neutral wells 0, TNF-alpha wells 100. 0.37% of 260,000 active;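 active = mean E-selectin-positive cell signal at least 10% of the positive control, reached in at least 60% of replicates, without over 20% cell loss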;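 also: in these data hits start at about 27%; measured in HUVEC primary endothelial cells; signal is the percent of cells scored E-selectin positive by PE staining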
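Test system: HUVEC; input: 3,000 HUVEC/well; measured by: immunofluorescence imaging; read-out: % PE-positive cells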
An asterisk follows results filed as active; . = no result given; & = joins results of further samples. This is a random part of the collection. Share with any hit: about 3.2%.

Values run as follows: PglD DTNB | Casp6 inh | esBAF inh | RAD52 anneal inh | RAD54 branch | ARNT TACC3 PPI | ERp5 block | E-selectin induc
N#CC(C(=O)NC1CC1)c1nc2ccccc2nc1N1CCCC1 (stereo not given)
 : -3.6 | . | -7.5 | . | 4.3 | -4.9 | . | .
CCOCCCNC(=O)c1ccccc1NC(=O)C1=C(C)OCCS1
 : 0.9 | 0.2 | -6.1 | -1.6 | 11.9 | -22.4 | 0.9 | -0.1
COCC(=O)Nc1ccc2c(c1)OC[C@@H](C)N(C(=O)COC)C[C@@H](C)[C@H](OC)CN(C)C2=O
 : -0.2 | -2.1 | -2.4 | -14.8 | -8.9 | -21.1 | -5.2 | 0.2
CCN1CCN(CC(O)COC(C)C)CC1 (stereo not given)
 : 5.6 | . | -1.7 | . | -7.4 | -4.3 | . | .
CNC[C@H]1OCCCC[C@@H](C)Oc2ccc(NC(=O)Nc3ccc(F)cc3)cc2C(=O)N([C@@H](C)CO)C[C@H]1C
 : -0.9 | -2.3 | 3.6 | -45.8 | 5.4 | 2.4 | -1.6 | 0.0
COc1ccc(C2N(c3ccccc3)CCN2c2ccccc2)cc1O
 : . | 3.0 | . | -4.8 | . | 0.0 | -6.7 | .
C[C@H](CO)N1C[C@H](C)[C@@H](CN(C)CC2CC2)Oc2c(NS(=O)(=O)c3cccs3)cccc2C1=O
 : -5.9 | -1.1 | -3.4 | 3.0 | 5.6 | -1.4 | 1.4 | .
Cc1nn(CC(=O)N2CCC(C)CC2)c(=O)c2cccn12
 : -1.4 | 1.8 | 2.7 | -2.2 | 14.7 | 1.0 | -2.9 | 2.8
COc1ccc(C2C(C#N)=C(N)N(c3ccccc3)C3=C2C(=O)CCC3)cc1Cn1cc([N+](=O)[O-])cn1 (stereo not given)
 : 0.0 | . | 4.6 | . | 3.6 | -9.7 | . | .
O=[N+]([O-])c1cc(S(=O)(=O)N2CCCC2)ccc1OCc1ccccc1
 : -0.2 | 0.4 | 5.9 | -11.2 | 2.1 | -3.2 | 1.4 | 0.4
C=CCN1C(=O)CSc2ccc(C(=O)NCc3ccco3)cc21
 : 1.9 | . | -11.5 | . | 4.3 | -8.4 | . | .
COc1ccc(Nc2nc(N3CCOCC3)nc(N3CCOCC3)n2)c(OC)c1
 : 2.1 | -1.8 | -3.5 | -17.1 | -3.4 | 0.2 | 2.2 | .
O=C1N(c2ccccc2)C[C@@H]2C[C@@H](c3cc4ccccc4o3)N3CCC[C@@]123
 : . | . | . | -34.7 | . | -11.1 | 6.6 | 1.7
O=c1oc2ccccc2nc1/C=C(\O)c1ccc(Br)cc1
 : 3.5 | . | 10.3 | . | 2.8 | -31.9 | . | .
CCCCCCSc1ccc(-c2nc3cc(C)ccn3c2NC2CCCCC2)cc1
 : 5.1 | -1.8&-0.1 | 1.7 | -152.2&-135.2 | 0.1 | -0.5 | 0.6&1.6 | 0.0&0.5
O=C(COC(=O)c1ccccc1-c1nc2ccccc2s1)Nc1ccccc1C(F)(F)F
 : 2.4 | 1.2 | . | -19.3 | 2.9 | -4.5 | -1.4 | .
COc1ccc(C#Cc2ccc([C@H]3[C@@H](CO)N4C(=O)CN(C(=O)C5CCOCC5)C[C@@H]34)cc2)cc1
 : . | 1.5 | . | 2.6 | . | . | -0.8 | 0.0
NC(=O)c1sc2nc(N3CCOCC3)c3c(c2c1N)CCCC3
 : -3.4 | . | -1.2 | . | 13.1 | 14.3 | . | .
C[C@@H]1CN([C@H](C)CO)C(=O)Cc2cc(NC(=O)CCN3CCOCC3)ccc2O[C@@H]1CN(C)C(=O)Nc1cccc2ccccc12
 : -1.5 | 2.7 | 0.0 | -15.8 | -1.2 | 0.7 | -5.4 | 0.4
O=c1[nH]c2cccnc2n1Cc1ccco1
 : 5.9 | -0.4 | -9.7 | -11.9 | -9.2 | -3.9 | -9.8 | .
Cc1ccc(SCC(=O)OCC(=O)NCCc2ccccc2)cc1C
 : 1.6 | 2.6 | 0.6 | -9.0 | 7.7 | -0.7 | 2.0 | 0.2
O=C1OC(COCC#Cc2ccccc2)CN1c1ccccc1 (stereo not given)
 : 2.2 | 1.2 | 4.3 | 0.6 | -4.9 | . | -7.3 | 0.4
Cc1cccc(CN2CCN(CC(C)C)C(CCO)C2)n1 (stereo not given)
 : . | -1.4 | . | -24.5 | . | -0.6 | 0.3 | -0.6
COc1ccc2c3c([nH]c2c1)[C@H](CO)N(S(=O)(=O)c1cn(C)cn1)CC31CCN(CC2CCCCC2)CC1
 : . | -1.4 | . | 10.0 | . | . | -6.3 | 1.2
NC(=S)n1[nH]c(-c2ccccc2)c(N=Nc2ccccc2C(=O)N2CCOCC2)c1=O
 : . | -21.7 | . | -10.0 | . | 4.0 | 3.8 | .
CCOc1ccccc1C(C(=O)NC1CCCC1)N(Cc1ccco1)C(=O)CNC(=O)c1ccco1 (stereo not given)
 : -0.9 | . | 0.3 | . | -6.2 | -5.3 | . | .
CC1=C(CC(=O)c2ccccc2)C(=O)c2ccccc2C1=O
 : 1.6 | . | 38.5 | . | -1.0 | 9.0 | . | -0.4
CCCC[n+]1ccn(C2=C([O-])c3ccccc3C(=O)/C2=N\S(=O)(=O)c2ccc(Br)cc2)c1
 : . | 0.6 | . | -229.1 | . | -2.7 | -0.3 | -1.6
COc1ccc(CNc2nc3c(c(=O)n(Cc4ccc(Cl)cc4)c(=O)n3C)n2C)cc1
 : -2.3 | . | -8.4 | . | -4.0 | 1.3 | . | .
OCC[C@@H]1C[C@@H](O)[C@H](O)[C@]2(Cc3ccccc3CO2)O1
 : 0.9 | -2.0 | -4.7 | -8.3 | -11.3 | -1.6 | -1.2 | 0.0
COC(=O)NCC(c1cccnc1)N1CCOCC1 (stereo not given)
 : -0.2 | -3.3 | -2.4 | -13.4 | -10.4 | -0.4 | 5.0 | -0.2
COC1=C(OC)C(=O)C(Sc2ccc3ccccc3c2)=CC1=O
 : . | -1.0 | . | 7.7 | . | -1.6 | 2.3 | 0.0
CCCCN1C(=O)c2ccc(C(=O)NC3(C)CCS(=O)(=O)C3)cc2C1=O (stereo not given)
 : -3.7 | -2.4 | -2.0 | -16.4 | -8.7 | 0.3 | 4.8 | -0.3
CCc1ccc(/C=N/NC(=O)c2cc(C3CC3)nc3ccc(Br)cc23)s1
 : -16.6 | . | -16.3 | . | -8.0 | 4.2 | . | .
CC(=O)N1[C@@H](CO)[C@@H]2c3ccccc3N(C(=O)c3ccccc3)C[C@@H]21
 : -0.1 | 0.8 | 0.2 | 2.0 | 4.5 | -1.4 | 4.0 | 0.2
C[C@H]1CN([C@@H](C)CO)C(=O)c2cc(NS(=O)(=O)c3ccccc3)ccc2O[C@@H]1CN(C)S(C)(=O)=O
 : 2.4 | -0.5 | -3.2 | 8.7 | -6.7 | -6.4 | -0.7 | 0.1
CCn1c(-c2ccccc2Cl)nn(CC(=O)Nc2cc(Cl)ccc2Cl)c1=S
 : 4.2 | . | -5.4 | . | -3.0 | -7.0 | . | .
CC1CC(C)CN(C(=O)C2CCN(S(=O)(=O)N3CCC4(CC3)OCCO4)CC2)C1 (stereo not given)
 : 1.4 | -2.4 | -2.2 | -0.2 | 3.2 | 2.4 | 0.0 | .
C[C@H](CO)N1C[C@H](C)[C@H](CN(C)S(=O)(=O)c2ccc(Cl)cc2)Oc2c(NS(C)(=O)=O)cccc2C1=O
 : -4.8 | 1.4 | -3.4 | 0.3 | 6.1 | 0.4 | -5.6 | -2.5
COc1ccccc1NC(=O)COC(=O)c1oc2ccccc2c1C
 : 1.8 | 2.0 | . | -5.4 | -6.6 | 3.8 | -0.7 | 0.1

Gathered by group, the compounds so far with fluorine
Values run as follows: PglD DTNB | Casp6 inh | esBAF inh | RAD52 anneal inh | RAD54 branch | ARNT TACC3 PPI | ERp5 block | E-selectin induc
CNC[C@H]1OCCCC[C@@H](C)Oc2ccc(NC(=O)Nc3ccc(F)cc3)cc2C(=O)N([C@@H](C)CO)C[C@H]1C
 : -0.9 | -2.3 | 3.6 | -45.8 | 5.4 | 2.4 | -1.6 | 0.0
O=C(COC(=O)c1ccccc1-c1nc2ccccc2s1)Nc1ccccc1C(F)(F)F
 : 2.4 | 1.2 | . | -19.3 | 2.9 | -4.5 | -1.4 | .

The list goes on.
Values run as follows: PglD DTNB | Casp6 inh | esBAF inh | RAD52 anneal inh | RAD54 branch | ARNT TACC3 PPI | ERp5 block | E-selectin induc
CO[C@H]1CN(C)C(=O)c2ccc(NS(=O)(=O)c3cccc(C)c3)cc2OC[C@@H](C)NC[C@H]1C
 : 2.2 | -0.5 | -3.1 | -27.1 | 6.4 | -8.9 | -6.3 | -0.2
O=C(CN1CCN(c2ccccc2O)CC1)NC(=O)NCc1ccco1
 : . | 1.6 | . | -15.1 | . | -1.7 | -3.1 | .
CCOC(=O)c1c(NC(=O)CN2C(=O)NC3(CCCCCC3)C2=O)sc(C)c1-c1ccc(C)cc1
 : . | -2.3 | . | -0.3 | . | -7.8 | 4.0 | .
CC1(Oc2cccc(F)c2)CCN(Cc2ccc(-c3ccccc3)o2)C1 (stereo not given)
 : 3.4 | 0.9 | -2.9 | -49.4 | -6.0 | . | -8.6 | -0.1
CNC(=O)C[C@@H]1CC[C@H]2[C@H](COc3ccc(NS(=O)(=O)c4ccccc4C)cc3C(=O)N2C)O1
 : 2.5 | 7.2 | 3.3 | 8.6 | -6.0 | -30.3 | 2.1 | 0.0
CO[C@H]1CN(C)C(=O)c2ccc(NS(=O)(=O)c3cn(C)cn3)cc2OC[C@H](C)N(CC2CC2)C[C@H]1C
 : 3.0 | -5.6 | -1.0 | -9.2 | 0.7 | 1.5 | 0.8 | 0.1
Cc1c(O)ccc2cc(S(=O)(=O)c3ccccc3)c(=O)oc12
 : 3.7 | . | 9.7 | -17.3 | -4.5 | -15.3 | 0.9 | -0.1
CCOc1[nH]n(-c2ccccc2)c(=O)c1C=Nc1ccc(C(=O)OC)cc1
 : . | 3.8 | . | -0.8 | . | -1.0 | -5.7 | 0.0
Cc1cc(C(=O)CSc2nn3c(=O)c(C(C)(C)C)nnc3s2)c(C)n1-c1ccc(F)cc1
 : 8.4 | . | 6.1 | . | 1.5 | -1.3 | . | .
CCCS(=O)(=O)NC(=O)C1(C)CCN(C(=O)c2cccs2)C1 (stereo not given)
 : -11.2 | -2.8 | -10.1 | -7.0 | -18.2 | . | 3.4 | 0.3
Cc1ccc(NC(=O)c2ccc(Cn3cc([N+](=O)[O-])cn3)cc2)c(C)c1
 : -5.6 | 0.8 | -6.6 | -7.8 | -4.2 | -1.2 | 6.8 | .
CC(=O)N1N=C(c2ccncc2)OC1(Cc1ccccc1)Cc1ccccc1
 : . | -3.0 | . | 4.9 | . | 1.2 | 1.1 | .
COc1ccc(N2CCN(S(=O)(=O)c3c(C)noc3/C=C/N(C)C)CC2)cc1
 : -2.2 | -0.9 | -6.7 | -8.7 | 6.3 | 0.3 | -0.5 | .
C[C@@H]1CCCCO[C@@H](CN(C)C(=O)Nc2ccc(F)cc2)[C@@H](C)CN([C@@H](C)CO)C(=O)c2cc(NC(=O)Nc3ccccc3)ccc2O1
 : -1.0 | -0.3 | 1.8 | 30.7 | -3.1 | -4.9 | -1.3 | -0.4
C(=N\Nc1ncnc2nc[nH]c12)/c1cccs1
 : -0.9 | 0.9 | 10.3 | 10.6 | 4.8 | 50.9* | -6.3 | .
CCOC(=O)c1csc(NC(=O)c2cc(-c3ccccn3)nc3ccccc23)n1
 : -8.0 | 0.2 | 3.0 | -12.8 | 6.7 | -0.4 | -1.0 | .
COc1ccc(S(=O)(=O)Nc2ccccc2C(=O)N2CCCCC2)cc1C
 : -1.7 | 2.7 | -1.9 | -2.4 | -13.7 | -5.4 | 0.7 | -0.3
O=C(CNC(=O)COc1ccccc1)NCCN1CCOCC1
 : -2.5 | -1.0 | -6.7 | -27.0 | -5.9 | -14.3 | 1.2 | .
CCC(C(=O)Nc1cccc(C(F)(F)F)c1)c1ccccc1 (stereo not given)
 : -2.7 | . | 3.2 | . | 1.4 | -4.5 | . | .

Screens deposited in PubChem by Broad Institute.
